# Assay outcomes deposited in PubChem BioAssay by National Center for Advancing Translational Sciences (NCATS).
# L3MBTL1 inh: blocks human L3MBTL1 | Q9Y468 | AlphaScreen L3MBTL1–H3K9me1 peptide binding | Potency, µM (doses to about 57.1 µM), inactives show at the highest dose activity, negative = inhibition, hits mostly inhibitors | actives 0.66% (n = 230,000) | AID 485360; active = well fitted inhibition curve with a large enough effect; inconclusive = small, poorly fitted or top-dose-only effect; inactive = no such curve, though single readings can be large or run the other way; note: nearly all actives have a fitted effect of over 60% in size
# Target sequence (Q9Y468 whole entry, looked up): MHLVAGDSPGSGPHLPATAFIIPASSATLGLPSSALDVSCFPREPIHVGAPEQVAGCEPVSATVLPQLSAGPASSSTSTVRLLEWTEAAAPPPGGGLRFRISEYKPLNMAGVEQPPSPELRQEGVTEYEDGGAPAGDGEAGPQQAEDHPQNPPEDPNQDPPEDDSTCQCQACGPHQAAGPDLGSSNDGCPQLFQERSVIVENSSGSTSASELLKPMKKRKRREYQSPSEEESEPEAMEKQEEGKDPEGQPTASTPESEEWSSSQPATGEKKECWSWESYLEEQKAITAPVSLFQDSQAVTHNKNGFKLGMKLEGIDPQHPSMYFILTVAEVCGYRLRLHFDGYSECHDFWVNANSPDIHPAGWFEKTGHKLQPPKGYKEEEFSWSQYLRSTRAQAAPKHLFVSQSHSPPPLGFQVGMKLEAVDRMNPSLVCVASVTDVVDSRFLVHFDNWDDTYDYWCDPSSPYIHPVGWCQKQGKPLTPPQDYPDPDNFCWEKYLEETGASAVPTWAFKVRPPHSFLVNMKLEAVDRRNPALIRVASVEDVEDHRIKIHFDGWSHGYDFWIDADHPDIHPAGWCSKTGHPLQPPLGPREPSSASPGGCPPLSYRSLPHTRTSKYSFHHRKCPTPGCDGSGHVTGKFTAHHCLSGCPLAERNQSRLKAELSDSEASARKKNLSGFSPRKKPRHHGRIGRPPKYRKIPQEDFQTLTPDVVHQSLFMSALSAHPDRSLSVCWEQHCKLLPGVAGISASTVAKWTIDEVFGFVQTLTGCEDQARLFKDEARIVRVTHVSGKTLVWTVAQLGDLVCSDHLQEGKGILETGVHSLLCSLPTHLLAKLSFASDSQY
#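 Read-out is AlphaScreen signal from streptavidin donor and nickel chelate acceptor beads (10 ug/mL final each) bridging L3MBTL1 (50 nM) and biotinylated K9-monomethylated H3(1-15) peptide (75 nM), after 30 min compound exposure at room temperature.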
# Starred values were filed as active, the others as inactive; ? = inconclusive; [ ] = another dose, or the depositor's remark. % is set by controls: 0 for no effect and ±100 for the full control effect; potency is the fitted concentration of half-maximal effect. This is a subset; count on the stated rates, not on these rows.
item	compound	L3MBTL1 inh
1	O=C(Cc1c(F)cccc1Cl)Nc1cccc(S(=O)(=O)NC2=NCCCCC2)c1	-2%
2	O=C1CCc2cc(S(=O)(=O)Nc3ccccc3F)ccc2N1	24%
3	Cc1ccccc1OCC(=O)N1CCc2ccccc2C1	-3%
4	CCN(CC(=O)NCc1ccc(F)cc1)S(=O)(=O)c1ccc(Cl)s1	12%
5	COC(=O)c1ccc(S(=O)(=O)N2CCc3ccccc32)cc1	12%
6	O=C(CN1C(=O)NC2(CCCC2)C1=O)Nc1nc2ccc(F)cc2s1	9%
7	COc1ccccc1NC(=O)C(C)OC(=O)CN1C(=O)C2CC=CCC2C1=O (stereo unspecified)	6%
8	O=C(COc1ccc(F)cc1)NCC1(N2CCCCC2)CCCCC1	4%
9	CC(OC(=O)c1ccc(Cl)c([N+](=O)[O-])c1)C(=O)N1CCN(Cc2ccccc2)CC1 (stereo unspecified)	-8%
10	C#CCOCCOCCOCCNc1nc(N2CCN(C(=O)CCCCCCCCCCNC(=O)[C@@H](CCSC)n3cc(CCO)nn3)CC2)nc(N2CCN(C(=O)CCCCCCCCCCNC(=O)[C@@H]([C@H](C)O)n3cc(C)nn3)CC2)n1	-3%
11	O=C(NCC1CCCN1S(=O)(=O)c1cccs1)c1ccc(F)c(F)c1 (stereo unspecified)	-5%
12	COc1ccccc1C(=O)NC(=O)COC(=O)c1cc[n+]([O-])cc1	-8%
13	COc1cc(-c2nnc(COC(=O)c3nn(CC(C)C)c(=O)c4ccccc34)o2)cc(OC)c1OC	26%
14	CC1(C2CC2)NC(=O)N(CC(=O)Nc2ccc(C(F)(F)F)cc2)C1=O (stereo unspecified)	1%
15	COc1ccc(-c2cn(CCC(=O)O)c(-c3ccc(Cl)nc3)n2)cc1	10%
16	CCOc1ccc(S(=O)(=O)Nc2cccc(C(=O)NCC(c3ccccc3)N(C)C)c2)cc1 (stereo unspecified)	-5%
17	O=C(NCC(=O)N1CCN(Cc2c(F)cccc2Cl)CC1)c1cccc(Cl)c1	-3%
18	O=C(COC(=O)c1cccs1)Nc1cccc(S(=O)(=O)N2CCCCC2)c1	-9%
19	Cc1ccc(C(=O)COC(=O)CCS(=O)(=O)c2ccccc2)cc1[N+](=O)[O-]	0%
20	CC1CC(C)CN(C(=O)CN2C(=O)NC(c3ccccc3)(c3ccccc3)C2=O)C1 (stereo unspecified)	2%
21	Cc1cc(=O)c2c([nH]1)c(C)cc1[nH]c(C)c(C)c12	-4%
22	COc1cccc(CN(C)C(=O)c2cc(S(=O)(=O)NC3CCCCC3)ccc2C)c1	3%
23	COc1ccc(NC(C)=O)cc1NC(C)C(=O)Nc1ccc(S(=O)(=O)N2CCCCC2)cc1 (stereo unspecified)	-12%
24	CC(C)Cc1nnc(NC(=O)CCNC(=O)c2ccccc2Cl)s1	31%[activator]
25	O=C(C[n+]1ccccc1)Nc1ccccc1[N+](=O)[O-]	16%
26	CSc1ccccc1NC(=O)CSc1cccc[n+]1[O-]	3%
27	O=C(CCNS(=O)(=O)c1ccc(Cl)cc1)N1CCN(c2ncccn2)CC1	-1%
28	C/C(=N\NC(=O)c1ccc(-n2cnnn2)cc1)c1ccc(C)cc1	-5%
29	CCCN1Cc2cc(OC)ccc2-c2ccccc2S1(=O)=O	4%
30	O=C(NC(=S)Nc1cccc(O)c1)C1CCCCC1	-4%
31	Cc1cccc(OCC(=O)NCC(C)(C)N2CCOCC2)c1	0%
32	Cc1c(Cl)cccc1NC(=O)CSc1nnnn1C	3%
33	CCOc1ccc(NC(=O)CN(C)C(=O)CCC2CCCCC2)cc1OCC	-3%
34	COc1ccc(C(=O)COC(=O)c2ccc([N+](=O)[O-])s2)cc1OC	-26%
35	CCCCN(C(=O)C1CC(=O)N(c2ccc3c(c2)OCCO3)C1)c1c(N)n(CC(C)C)c(=O)[nH]c1=O (stereo unspecified)	8%
36	Cc1cccc(N2C(=O)N3[C@@H]4c5ccccc5OC[C@@H]4[C@@H](c4ccccc4)[C@@]3(C)C2=O)c1	?
37	Cc1nc(SCc2ccccc2)n[nH]1	2%
38	COc1cc2c(cc1OC)C(Cc1ccc(O)c(Oc3ccc(C[C@H]4c5cc(OC)c(OC)cc5CCN4C)cc3)c1)N(C)CC2 (stereo partly specified)	-12%
39	CC(C)(C)N(Cc1ccccc1)C(=O)COC(=O)c1ccc(S(=O)(=O)N2CCOCC2)cc1	-8%
40	COc1cc(/C=C/C(=O)N(C)CC(=O)Nc2ccccc2Br)cc2c1OCCO2	-6%
41	CCCN(C(=O)CSc1nc2cc(S(=O)(=O)N(CC)CC)ccc2o1)C1CCS(=O)(=O)C1 (stereo unspecified)	-11%
42	O=C(CN1C(=O)NC2(CCCCC2)C1=O)Nc1ccc(N2CCCCC2)cc1	-11%
43	COc1ccc(C2=CC(=O)C[C@H](c3ccc(OC)c(OC)c3)C2)cn1	0%
44	CCN(CC)C(=O)[C@H]1C[C@H](CC(=O)NC(C)(C)C)C(=O)N2CCc3c([nH]c4cc(CCC(=O)N(C)C)ccc34)[C@]12C	5%
45	Cc1noc(C)c1S(=O)(=O)N1CCCN(C(=O)/C=C/c2ccccc2F)CC1	3%
46	COc1ccc(-c2nnc(SC(C)C(=O)NC3CC3)o2)cc1 (stereo unspecified)	-1%
47	Cc1ccsc1C(=O)NNC(=O)c1ccncc1	2%
48	O=C(c1ccco1)N1CCN(c2ccc(N3CCCCC3)nn2)CC1	-1%
49	O=C(COc1ccc2ccc(=O)oc2c1)Nc1ccc(N2CCCCC2)cc1	-16%
50	O=C(c1cc2c(s1)CCCC2)N1CCN(CCO)CC1	3%
51	C[C@H](CO)N1C[C@H](C)[C@@H](CN(C)C)Oc2c(NC(=O)c3ccncc3)cccc2C1=O	9%
52	NS(=O)(=O)c1cccc(NC(=O)CSc2nnc3n2CCCCC3)c1	-10%
53	O=C1C(Cc2ccccc2)Nc2ncnc(N3CCOCC3)c2N1Cc1ccc(Cl)cc1 (stereo unspecified)	-5%
54	COC(=O)[C@]1(Cc2ccccc2)N[C@H](CN(C)S(=O)(=O)c2ccc(F)cc2)[C@@H]2C(=O)N(C)C(=O)[C@@H]21	5%
55	CC[C@]1(C(=O)OC)[C@H]2C(=O)N(C)C(=O)[C@H]2[C@H]2CN(C)C(=NCc3ccccc3)N21	-1%
56	COc1ccc(-c2cc(C(=O)NCC(c3ccco3)N(C)C)c3ccccc3n2)cc1OC (stereo unspecified)	-3%

# New compounds follow
item	compound	L3MBTL1 inh
57	COc1ccc(Cl)cc1C(=O)NNC(=O)CNC(=O)c1ccc(C)s1	4%
58	O=[N+]([O-])c1ccccc1-c1ccc(CN2CCN(c3ccccc3)CC2)o1	-19%
59	COc1ccc(C(=O)Nc2cc(S(=O)(=O)N3CCCCC3)ccc2OC)cc1	-2%
60	O=C(C[C@@H]1C/C=C\C[C@@H](Cc2ccc(F)cc2)C(=O)OC[C@@H]2CCCN2C1=O)NCCO	-3%
61	Cc1cc(C)c(OCC(=O)OCC(=O)N2CCCc3ccccc32)c(C)c1	17%
62	Cc1cc(N2CCN(c3ccc(C(F)(F)F)cc3[N+](=O)[O-])CC2)c2ccccc2n1	-16%
63	CC(OC(=O)CSc1ccc([N+](=O)[O-])cc1)C(=O)NCc1ccco1 (stereo unspecified)	-4%
64	CCOc1cc(/C=C/C(=O)OCC(=O)NCc2ccco2)cc(Cl)c1OC	?
65	O=C(COc1ccc([N+](=O)[O-])cc1)Nc1nc(-c2ccccn2)cs1	?
66	O=C(NN=Cc1cc(Br)c(O)c(Br)c1)c1ccccc1NS(=O)(=O)c1cccs1	6%
67	CCc1nnc(NC(=O)c2cc(-c3ccc(C)o3)nc3ccccc23)s1	-8%
68	CCCCn1c(N)c(N(CC)C(=O)c2cccc(S(=O)(=O)N3CCCc4ccccc43)c2)c(=O)[nH]c1=O	7%
69	Cc1cc(C(=O)OCC(=O)NCc2ccc(F)cc2)c2ccccc2n1	4%
70	COc1ccc(NC(=O)COC(=O)COc2cccc3c2OC(C)(C)C3)cc1	-10%
71	COc1ccc(C(CNC(=O)c2cccc(NS(=O)(=O)c3ccc(C)c(F)c3)c2)N2CCOCC2)cc1 (stereo unspecified)	8%
72	Cc1nnc(SC(C)C(=O)Nc2ccc3ccccc3c2)n1C (stereo unspecified)	3%

# Part of the list above in order of molecular weight, descending:
item	compound	L3MBTL1 inh
66	O=C(NN=Cc1cc(Br)c(O)c(Br)c1)c1ccccc1NS(=O)(=O)c1cccs1	6%
71	COc1ccc(C(CNC(=O)c2cccc(NS(=O)(=O)c3ccc(C)c(F)c3)c2)N2CCOCC2)cc1 (stereo unspecified)	8%
68	CCCCn1c(N)c(N(CC)C(=O)c2cccc(S(=O)(=O)N3CCCc4ccccc43)c2)c(=O)[nH]c1=O	7%
67	CCc1nnc(NC(=O)c2cc(-c3ccc(C)o3)nc3ccccc23)s1	-8%
65	O=C(COc1ccc([N+](=O)[O-])cc1)Nc1nc(-c2ccccn2)cs1	?
69	Cc1cc(C(=O)OCC(=O)NCc2ccc(F)cc2)c2ccccc2n1	4%

# Next part
item	compound	L3MBTL1 inh
73	COc1ccc(-c2ccc3c(c2)c(C#Cc2ccsc2)c(-c2cc(OC)cc(OC)c2)n3C)cc1	4%
74	O=C(OCC(=O)N1CCCCCC1)c1ccc(Br)c(S(=O)(=O)N2CCOCC2)c1	10%
75	CC(C)C[C@@H](C)C(=O)N(Cc1ccccc1)c1ccccc1	25%
76	O=C(CN1C(=O)COc2ccc(Cl)cc21)Nc1nccs1	-1%
77	COc1cc(/C=C/C(=O)OCC(=O)Nc2cc(S(=O)(=O)N3CCCC3)ccc2Cl)cc(OC)c1OC	1%
78	O=C(NC1CCSc2ccccc21)c1cc(S(=O)(=O)N2CCOCC2)ccc1Cl (stereo unspecified)	-2%
79	Cc1ccc2nc(SCC(=O)Nc3cccnc3Cl)[nH]c2c1	1%
80	CCN(CCS(=O)(=O)c1ccc(Cl)cc1)Cc1nc2ccccc2c(=O)[nH]1	0%
81	Cc1cccc(C)c1NC(=O)CN(C)C(=O)[C@H](C)NC(=O)c1ccco1	4%
82	CN(CC(=O)NCC1CCCCC1)CC(=O)Nc1ccccc1Br	-2%
83	CCN(C(=O)CN1CCCCCC1)c1c(N)n(Cc2ccccc2)c(=O)[nH]c1=O	-6%
84	CC(=O)c1ccc(-c2ccc(C(=O)Nc3nc(-c4ccccn4)cs3)o2)cc1	-10%
85	O=C(COC(=O)c1ccc[nH]c1=O)Nc1ccc(N2CCCCC2)cc1	-3%
86	CCCN(C(=O)/C=C/c1nc2ccccc2s1)C1CCS(=O)(=O)C1 (stereo unspecified)	-6%
87	CC1CCCCC1NC(=O)COC(=O)Cc1ccc(Cl)cc1 (stereo unspecified)	3%
88	CCCCn1nc(C(=O)Nc2cc(C(F)(F)F)ccc2N2CCOCC2)ccc1=O	3%
89	Cc1cc(NC(=O)CN2C(=O)NC3(CCCCC3)C2=O)ccc1N1CCCC1	-3%
90	O=C(NCCS(=O)(=O)NCc1ccc(F)cc1)c1ccccc1	4%
91	COc1ccccc1N1CC(C(=O)NCCN2C(=O)S/C(=C\c3cccnc3)C2=O)CC1=O (stereo unspecified)	3%
92	CC(NC(=O)CN(C)CC(=O)Nc1ccc(Cl)cc1)c1ccc(F)cc1 (stereo unspecified)	-5%
93	CCCn1c(N)c(C(=O)CSc2nc3ncc(Cl)cc3[nH]2)c(=O)n(C)c1=O	2%
94	CCOc1ccc(S(=O)(=O)NCCC(=O)NCCOc2ccccc2OC)cc1	-6%
95	COc1ccc(-c2nnc(NC(=O)CS(=O)(=O)c3ccc(F)cc3)o2)c(OC)c1	-19%
96	CC1CCCCC1NC(=O)c1cc(S(=O)(=O)N2CCOCC2)ccc1Cl (stereo unspecified)	8%
97	CCN1C(N(C)C)=NC[C@@H]1Cc1ccccc1	-5%
98	O=C(O)c1cc2c(cc1NC(=O)C1CCCC1)OCCO2	-1%
99	CC(Oc1ccccc1)C(=O)N1CCN(c2ncccn2)CC1 (stereo unspecified)	3%
100	COc1ccc(S(=O)(=O)N2CCN(C(=O)CCOc3ccccc3)CC2)cc1OC	0%
101	Cc1ccc(S(=O)(=O)N(C)C)cc1NC(=O)COC(=O)/C=C/c1cccs1	-11%
102	Cc1cc(C)cc(NC(=O)COC(=O)COc2ccc(N(C)S(=O)(=O)c3cccs3)cc2)c1	3%
103	O=C(CCC(=O)c1ccc(Cl)cc1)OCn1nnc2ccccc2c1=O	7%
104	CC(=O)NC(CC(=O)OCC(=O)c1c(N)n(CC(C)C)c(=O)n(C)c1=O)c1ccccc1 (stereo unspecified)	3%
105	CCC(CO)Oc1cc(NCc2ccccc2Cl)c2ncn(C(C)C)c2c1 (stereo unspecified)	-4%
106	Cc1ccc(N2CC(C(=O)Nc3cc(C(F)(F)F)ccc3N3CCCC3)CC2=O)cc1 (stereo unspecified)	-6%
107	COc1ccc(C(=O)c2c3ccc([N+](=O)[O-])cc3[n+]([O-])n2CCCN)cc1	-19%
108	CCN(CC(=O)NCc1ccc(Cl)cc1)C(=O)CSCC(=O)Nc1ccc(OC)cc1	10%
109	O=C(COC(=O)CNC(=O)c1ccco1)Nc1ncc(Cl)cc1Cl	?
110	COc1ccc(NC(=O)CSCC(=O)Nc2ccc(C)c(S(=O)(=O)N3CCCCCC3)c2)cc1	-4%
111	C[C@H](CO)N1C[C@H](C)[C@@H](CN(C)S(=O)(=O)c2ccccc2)Oc2c(NC(=O)Nc3ccccc3)cccc2C1=O	-6%
112	CCOC(=O)N1CCN(C(=O)c2cccc(S(=O)(=O)Nc3ccc(OC)cc3)c2)CC1	3%
113	Cc1occc1-c1nnc(SCC(=O)N(C)c2ccccc2)o1	0%
114	COc1ccc(CN2C[C@H]3CCCN3c3cc(Br)ccc3S2(=O)=O)cc1	2%
115	Cc1c(NC(=O)COC(=O)Cn2cc(C(F)(F)F)ccc2=O)cccc1[N+](=O)[O-]	-2%
